# NR5A2 inv ag = suppresses constitutive activity of human LRH-1; actives 0.13% (n = 360,000); HEK293T StAR-luciferase reporter, LRH-1 transfected, 24 h; O00482; inhibition, % at 3.6 µM;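 active = inhibition above the mean inhibition of all tested compounds plus 3 SD, cut at about 73% in these data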;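 also: 0% = DMSO wells and 100% = reporter-only cells lacking LRH-1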
# TLR9-MyD88 inh = blocks human TLR9 binding to MyD88 | Q9NR96+Q99836 | CHO BLA complementation TLR9-MyD88, CCF4 FRET ratio | inhibition, % at 4.98 µM | actives 0.21% (n = 340,000) | AID 504734;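 active = inhibition above the mean over all tested compounds plus 3 SD, cut at about 21% in these data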;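 also: 0% = DMSO only wells and 100% = clavulanate BLA inhibitor control wells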
# Target sequence (Q99836 whole entry, looked up): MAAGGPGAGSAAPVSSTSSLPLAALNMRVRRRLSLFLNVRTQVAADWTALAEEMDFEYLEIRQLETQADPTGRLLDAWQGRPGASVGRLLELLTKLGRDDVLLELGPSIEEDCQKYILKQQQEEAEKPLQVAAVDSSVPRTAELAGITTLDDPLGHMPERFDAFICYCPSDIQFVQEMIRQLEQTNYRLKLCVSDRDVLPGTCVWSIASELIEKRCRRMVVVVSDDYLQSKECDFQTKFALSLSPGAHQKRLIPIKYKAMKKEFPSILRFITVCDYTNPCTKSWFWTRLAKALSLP
# Target sequence (Q9NR96 whole entry, looked up): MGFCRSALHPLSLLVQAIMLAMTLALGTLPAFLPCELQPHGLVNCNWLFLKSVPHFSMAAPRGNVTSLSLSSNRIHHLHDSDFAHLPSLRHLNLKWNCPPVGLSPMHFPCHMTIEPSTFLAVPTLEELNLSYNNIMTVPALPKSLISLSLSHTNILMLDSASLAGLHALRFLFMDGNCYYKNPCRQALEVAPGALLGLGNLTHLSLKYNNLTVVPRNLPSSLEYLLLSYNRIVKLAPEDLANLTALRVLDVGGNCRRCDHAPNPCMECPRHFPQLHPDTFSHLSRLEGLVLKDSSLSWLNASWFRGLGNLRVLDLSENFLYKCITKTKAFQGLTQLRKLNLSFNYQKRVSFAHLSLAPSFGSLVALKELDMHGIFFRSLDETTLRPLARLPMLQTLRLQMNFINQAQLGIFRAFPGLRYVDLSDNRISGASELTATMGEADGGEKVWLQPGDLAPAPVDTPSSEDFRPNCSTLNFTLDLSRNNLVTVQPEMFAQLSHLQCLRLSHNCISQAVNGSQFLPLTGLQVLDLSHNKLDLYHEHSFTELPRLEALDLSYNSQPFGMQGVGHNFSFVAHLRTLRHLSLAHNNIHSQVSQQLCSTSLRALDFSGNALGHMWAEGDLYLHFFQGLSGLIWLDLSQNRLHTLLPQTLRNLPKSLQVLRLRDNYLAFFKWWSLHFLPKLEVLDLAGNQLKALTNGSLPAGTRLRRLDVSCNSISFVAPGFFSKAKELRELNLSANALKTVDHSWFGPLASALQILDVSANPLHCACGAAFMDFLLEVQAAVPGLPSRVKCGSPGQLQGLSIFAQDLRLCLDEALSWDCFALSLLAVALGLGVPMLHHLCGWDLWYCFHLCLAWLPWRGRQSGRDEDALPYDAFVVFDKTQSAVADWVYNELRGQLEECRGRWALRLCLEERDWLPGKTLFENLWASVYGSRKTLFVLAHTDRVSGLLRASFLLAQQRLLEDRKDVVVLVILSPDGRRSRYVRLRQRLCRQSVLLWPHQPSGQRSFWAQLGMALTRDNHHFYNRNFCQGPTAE
# TROY signal inh = blocks TROY-dependent signaling in reporter cells; AID 1347056; actives 0.98% (n = 360,000); inhibition, % at 10 µM; Q293 LMP1-TROYcd NF-kB luciferase reporter, 4 h;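 active = compounds whose plate-normalised and pattern-corrected inhibition of the luciferase reporter signal at the single screening dose is 50% or more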
# EBV LMP1 NFkB = inhibitors of Epstein-Barr LMP1-induced NF-kappaB reporter. LMP1-induced NF-kappaB luciferase reporter cells, luminescence. inhibition, % at 12.5 µM. actives 0.69% (n = 350,000); in the data active = inhibition above about 41%; inconclusive = no clear call, values can overlap the other calls;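 also: 0% = neutral control wells and 100% = reference inhibitor control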
# NCOA3 inh = inhibits human SRC3 coactivator. actives 0.17% (n = 360,000). Q9Y6Q9. AID 588352. HEK293 GAL4-SRC3 luciferase reporter, luminescence. inhibition, % at 3.6 µM;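 active = inhibition above a per-campaign cutoff, the mean of all compounds plus 3 SD, cut at about 60% in these data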;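 also: 0% = DMSO-treated cells and 100% = gossypol-treated cells at 36 µM; higher means less SRC3-driven luciferase light from the GAL4 reporter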
# NOD2-RIPK2 inh = inhibitors of human NOD2-RIPK2 interaction; CHO BLA complementation NOD2-RIPK2, CCF4 ratio; inhibition, % at 4.98 µM; actives 0.38% (n = 360,000); O43353; in the data active = inhibition above about 21%;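 also: 0% = vehicle only and 100% = reference blocker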
# NCOA2 inhibitor = inhibits human steroid receptor coactivator 2 | Q15596 | HEK293 GAL4-SRC2 luciferase reporter, luminescence | actives 0.17% (n = 370,000) | inhibition, % at 9 µM | AID 651957;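 active = inhibition above the mean inhibition of all tested compounds plus 3 SD, set per campaign, cut at about 52% in these data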;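 also: 0% = DMSO treated cells and 100% = cells given Gossypol at 36 µM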
# COUP-TFII inh = inhibitors of human COUP-TFII (NR2F2); P24468; HEK293T NGFI-A luciferase reporter, luminescence; inhibition, % at 8.6 µM; actives 0.7% (n = 370,000);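 active = inhibition above a per-plate cutoff, mean inhibition of test wells between control levels plus 3 SD, cut at about 38% in these data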;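 also: cells cotransfected with COUP-TFII expression vector driving the NGFI-A reporter; 0% = median of COUP-TF2 test wells and 100% = reporter-only cells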
# Vif imaging = HIV Vif inhibition. HEK293T cells, Vif self-association by quenched fluorescence, imaging, 24 h. inhibition, % at 7.49 µM. actives 0.35% (n = 340,000). AID 602346; in the data active = inhibition above about 50%, passing the limit was not always enough; inconclusive = no clear call, values can overlap the other calls; inactive = below about 31%; also: some results filed as inactive read as strong as hits
# TRAIL sens C8 = sensitizes caspase-8 expressing cells to TRAIL. inhibition (viability loss, TRAIL sensitization), % at 10 µM. actives 1% (n = 360,000). NB7+C8 cells + TRAIL, ATPlite viability luminescence;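 active = compounds causing at least 50% loss of cell viability in the single-dose screen, relative to plate controls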
# NCOA1 inh = human NCOA1 inhibition; Q15788; HEK293 GAL4-SRC1 luciferase reporter, luminescence; inhibition, % at 3.6 µM; actives 0.12% (n = 360,000);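 active = inhibition above the campaign mean plus 3 SD, with each screening campaign given its own cutoff, cut at about 60% in these data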;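 also: 0% = DMSO treated cells and 100% = gossypol at 36 µM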
# Starred values were filed as active, the others as inactive; ? = inconclusive; . = not tested or not shown.
SMILES,NR5A2 inv ag,TLR9-MyD88 inh,TROY signal inh,EBV LMP1 NFkB,NCOA3 inh,NOD2-RIPK2 inh,NCOA2 inhibitor,COUP-TFII inh,Vif imaging,TRAIL sens C8,NCOA1 inh
Cc1cc(C)nc(SCc2cc(=O)c(OC(=O)c3ccc(S(=O)(=O)N(C)C)cc3)co2)n1,-22,-5,35,-4,24,-7,-4,-7,0,-4,-7
CC(C)CNC(=O)c1nn(Cc2ccccc2)c(=O)c2ccccc12,-2,5,-4,2,-1,8,-18,5,10,-9,3
COc1ccc2c(c1)N(S(=O)(=O)c1ccccc1)CCC2=O,-1,3,26,-2,18,-5,9,0,-2,11,-12
CCc1cccc(CC)c1NC(=O)COC(=O)CC1c2ccccc2CCN1S(=O)(=O)c1ccccc1 (stereo unspecified),-15,-2,14,6,19,1,5,6,-4,-4,17
CCN(CC(=O)Nc1ccc(OC)cc1)C(=O)c1ccc(NS(=O)(=O)c2ccc(C(C)=O)cc2)cc1,7,2,-54,11,-7,0,-44,-10,22,8,-2
C(=C\c1ccccc1)/CSc1nnc(-c2ccccn2)n1Cc1ccco1,13,-12,8,2,-10,13,-8,-4,-40,-10,-1
COc1cccc(/C=N/Nc2ncnc3scc(-c4ccccc4)c23)c1OC,-3,2,15,11,12,-1,3,10,-9,12,2
O=C(COC(=O)/C=C/c1ccc(Cl)cc1)NC1CCCCCC1,-3,-7,-2,-2,5,9,-3,-4,1,-9,-6
O=[N+]([O-])c1cccc(-c2noc(COc3ccccc3)n2)c1,9,-6,-35,-4,18,-2,-2,-3,0,-3,-9
C=CCOc1ccc(CNc2ccc3[nH]c(=O)[nH]c3c2)cc1OCC,-2,-5,11,-1,-17,-9,-5,-6,-8,-10,-18
CC(C)[C@H](NC(=O)[C@@H]1Cc2ccccc2CN1C(=O)OC(C)(C)C)C(=O)NCC1CCC(C(=O)O)CC1 (stereo partly specified),4,3,-8,-3,2,-4,-13,-20,-8,9,-7
O=C(Nc1ccc(N2CCCCC2)cc1)c1ccccn1,60,4,87*,75*,71*,2,.,.,-9,93*,64*
CCC(Sc1nc(C)cc(=O)[nH]1)C(=O)Nc1sc2c(c1C#N)CCCC2 (stereo unspecified),0,-4,32,-3,-14,-6,-11,-7,-9,-17,8
Cc1cc(C2(c3ccc(O)c(C)c3)C(=O)Nc3ccccc32)ccc1O,-25,-7,21,2,-24,6,-16,4,-1,1,-10
CCNc1nc(NCc2ccccc2)nc(SCC(N)=O)n1,-8,-3,-2,-4,28,7,-7,11,4,-4,20
CC(C)C(=O)NC(=S)N(Cc1ccccc1)Cc1ccccc1,-5,1,-6,-6,10,-6,10,-5,-5,-6,3
COC(=O)[C@@H](NC(=O)NCc1ccccc1Cl)C(C)C,5,-2,5,-5,24,3,-4,9,.,-11,-2
CC(C)(C)c1ccc(OCC(=O)N2CCN(C=O)CC2)cc1,-14,5,-14,-6,10,-13,-9,8,.,-1,-7
O=C(COc1cccc(-n2cnnn2)c1)NC1CCCCC1,-3,-6,-10,-47,25,1,10,0,1,5,14
COc1ccc(-c2[nH]ncc2-c2cnc(C)s2)c(O)c1,3,-8,13,8,8,-1,0,-7,-1,-3,-11
CN(C(=O)c1cccc(NC(=O)Cc2ccc(NC(=O)C3CCN(C(=O)C4CCC4)CC3)cc2)c1)C1CCCCC1,-7,1,3,1,-3,-4,-25,-7,9,9,-32
CC(C)OP(=O)(OC(C)C)C1(O)C(=O)Nc2ccccc21 (stereo unspecified),17,3,4,-7,18,10,6,4,9,3,-28
O=Nc1c(O)cc(O)c2ccccc12,1,2,16,-1,-8,2,-9,-11,-4,-6,-16
COc1cccc(C(=O)NCC2CCCN(C3CCCCC3)C2)c1OC (stereo unspecified),18,-11,16,-3,-8,4,-14,17,5,-1,13
CC(C)C(NC(=O)CN1C(=O)c2cccc3cccc1c23)C(C)C,8,8,4,0,-25,11,12,-11,-3,-22,5

# Some entries already given, showing only NCOA2 inhibitor and NCOA3 inh.
canonical_smiles | NCOA2 inhibitor | NCOA3 inh
O=Nc1c(O)cc(O)c2ccccc12 | -9 | -8
COc1ccc2c(c1)N(S(=O)(=O)c1ccccc1)CCC2=O | 9 | 18

# Next section.
SMILES,NR5A2 inv ag,TLR9-MyD88 inh,TROY signal inh,EBV LMP1 NFkB,NCOA3 inh,NOD2-RIPK2 inh,NCOA2 inhibitor,COUP-TFII inh,Vif imaging,TRAIL sens C8,NCOA1 inh
CCCNS(=O)(=O)c1ccc(OCC(=O)N2CCCC2)cc1,-1,1,19,-2,10,-10,-10,3,-5,0,-10
CN(C(=O)COC(=O)c1cc([N+](=O)[O-])ccc1Sc1ccccc1)C1CCS(=O)(=O)C1 (stereo unspecified),12,-1,-15,-4,8,2,-2,16,19,2,-9
Cc1cc(C)c(NC(=O)Nc2ccccc2C)c(Cl)c1,19,4,-8,-2,12,-6,-22,-18,-1,4,15
COc1ccc(-c2noc(-c3cccs3)n2)cc1OC,-130,-2,-81,-24,-86,1,-29,-60,-2,20,-100
CCN(C(=O)CN1C(=S)NC(C)(C)CC1C)c1ccc(C)c(C)c1 (stereo unspecified),-7,9,-7,4,5,9,3,5,?,-5,0
Cc1cc(C)n2c(SCC(=O)NC3CCCCC3)nnc2n1,12,3,1,-1,-6,-1,-8,-26,-8,-5,-18
Cc1cccc(-n2c(C)cc(/C=N/NC(N)=S)c2C)c1,8,6,-5,3,-7,-4,-6,5,11,-3,4
Cn1c(SCC(=O)Nc2ccccc2[N+](=O)[O-])nnc1C(F)(F)F,-12,1,5,4,5,-6,0,-3,-2,9,0
O=C(NCCC1=CCCCC1)c1cc(-c2ccncc2)nc2ccccc12,-2,2,-1,-2,4,4,2,-15,-1,-15,16
CCOC(=O)[C@]12CCCC=C1N(CCC1=CCCCC1)C(=O)[C@H](CC(=O)NCCc1ccccc1OC)C2,-1,.,.,.,.,-11,29,6,.,14,.
CC(C)c1ccc(NC(=S)N2CCN(S(=O)(=O)c3ccccc3)CC2)cc1,3,-3,10,1,2,3,-2,5,7,-16,9
COc1ccc(OC)c(S(=O)(=O)Nc2cc3c(cc2N2CCCC2)n(C)c(=O)c(=O)n3C)c1,24,0,5,0,6,-4,-10,2,3,-3,11
O=C(COc1ccccc1)Nc1nnc(COc2ccccc2)s1,-10,-7,4,7,-12,10,-10,1,-8,-2,-7
CC(=O)Nc1ccccc1C(=O)C(=O)Nc1ccc(C(=O)NCC2CCCO2)cc1 (stereo unspecified),2,2,1,4,-2,7,-18,-4,-2,-9,-19
O=c1cc(O)c2ccc(O)cc2o1,33,-8,14,-2,7,7,-5,21,11,10,1
Nc1nnc(CCCCc2cccs2)o1,2,6,-12,7,-17,-7,5,-10,6,-12,8
Cc1ccc2[nH]c3c(=O)n(Cc4ccncc4)cnc3c2c1,-4,-5,-14,-6,7,-1,-5,-6,.,-10,-18
Cc1ccc(-n2nc(C)c3cc(C(=O)O)sc32)cc1,1,-5,.,-10,0,-5,-9,1,1,0,17
O=C(CNc1n[nH]c(=O)[nH]c1=O)N/N=C/c1cccnc1,-6,1,5,1,13,5,4,-9,12,-1,-12
CCOc1ccc(CCNC(=O)COn2nnc3ccc(S(=O)(=O)N4CCOCC4)cc32)cc1OCC,31,6,-2,6,1,-1,-2,8,7,-7,1
CCOC(=O)N(C)c1c(CC)nc2c(OCc3cccc(Cl)c3)cccn12,19,.,-3,.,7,-3,14,0,-7,-15,7
CC(=O)Nc1nc2[nH]ccc2c(=O)[nH]1,15,1,-2,-7,-3,-9,-19,0,.,-11,-28
COCCNC(=O)CC(c1ccccc1)c1ccccc1,-5,-5,0,6,10,-11,-17,7,11,0,5
CC(NC(N)=O)C(=O)Nc1ccc(Cl)c(S(=O)(=O)Nc2ccc(Br)cc2)c1 (stereo unspecified),9,5,4,-1,7,8,-1,9,-1,-2,1
O=C(Cn1c(-c2ccccc2Cl)nc2ccccc21)Nc1cccc(Cl)c1,16,-8,12,3,5,-6,10,2,0,-7,-3

# As entered above:
# For TLR9-MyD88 inh, O=c1cc(O)c2ccc(O)cc2o1 is listed with -8
# For NR5A2 inv ag, COc1ccc(OC)c(S(=O)(=O)Nc2cc3c(cc2N2CCCC2)n(C)c(=O)c(=O)n3C)c1 is listed with 24
# For NCOA1 inh, O=C(NCCC1=CCCCC1)c1cc(-c2ccncc2)nc2ccccc12 is listed with 16
# For TRAIL sens C8, CCOC(=O)N(C)c1c(CC)nc2c(OCc3cccc(Cl)c3)cccn12 is listed with -15

# (continued)
SMILES,NR5A2 inv ag,TLR9-MyD88 inh,TROY signal inh,EBV LMP1 NFkB,NCOA3 inh,NOD2-RIPK2 inh,NCOA2 inhibitor,COUP-TFII inh,Vif imaging,TRAIL sens C8,NCOA1 inh
Cc1ccc(-n2nc(C)cc2N)c(C)c1,5,-3,7,0,-4,-5,2,21,9,-6,-7
CCn1nc(C(=O)N[C@@H](CCSC)c2nc3ccccc3[nH]2)c2ccccc2c1=O,1,-1,-14,-5,-6,7,-46,-14,-4,0,-24
COc1cccc(CNC(=O)c2cccs2)c1,7,-4,-1,2,-3,3,-16,-27,-7,8,-9
CN(C)C(=O)/C=C\c1cn(-c2ccccc2)nc1-c1ccc2c(c1)OCCO2,-4,3,5,-5,14,-4,10,2,0,-14,-19
CS(=O)(=O)c1ccc(C(=O)Nc2ccccc2Cl)cc1,-2,-18,13,2,0,-7,-3,5,2,-7,-14
Cc1ccc(S(=O)(=O)Nc2nc3ccc(N)cc3s2)cc1,2,-7,13,4,-10,-2,-7,-17,5,-32,13
CC1(C)NC(=O)N(CC(O)COc2ccc(N3C(=O)c4ccccc4C3=O)cc2)C1=O (stereo unspecified),0,1,12,9,11,10,2,-14,-6,-7,6
C=CCNC(=S)NC(=O)c1csc([N+](=O)[O-])c1,1,3,-26,-8,5,-21,-18,-6,-13,-8,5
NC(CCC(=O)NC(CS)C(=O)NCC(=O)O)C(=O)O (stereo unspecified),-14,11,8,-2,10,-6,7,-1,11,14,-1
O=C(NCc1cnc2ccccn12)C1CCC(=O)N(Cc2cccc(F)c2)C1 (stereo unspecified),17,-5,20,6,14,2,-19,3,9,-8,-3
NC(CO)C12CC3CC(CC(C3)C1)C2 (stereo unspecified),31,2,-4,0,8,-9,-5,14,23,11,7
O=C(C#Cc1cccc([N+](=O)[O-])c1)c1ccccc1,13,7,63*,46*,3,27*,.,.,0,83*,-6
CS(=O)(=O)c1ccc(Cl)c(NC(=O)CSc2nnc(C3CC3)n2C2CC2)c1,1,-9,17,-4,16,3,-10,2,2,11,4
Cc1ccc(NCc2n[nH]c(=S)n2-c2ccccc2)cc1Cl,2,-10,6,-4,13,1,8,14,-2,22,-30
C=CCn1c(SCC(=O)NCc2ccco2)nc2sc3c(c2c1=O)CCCC3,12,3,15,5,-9,-8,-18,-11,5,-11,-15
N#CCCn1nc(-c2ccc(Cl)cc2)cc1Nc1ccccc1NC(=O)C(F)(F)F,4,3,3,6,14,-16,1,-2,32,-3,-24
COc1ccc(C(=O)/C=C/c2ccccc2OC)c(OC(=O)c2ccc([N+](=O)[O-])cc2)c1,-19,6,9,-16,-31,-4,-39,-28,26,19,-39
CCn1cc(C(=O)Nc2cccc(NC(C)=O)c2)c2cc(OC)c(OC)cc2c1=O,19,5,-3,1,2,-4,-23,-18,5,-11,5
CSCC(=O)Nc1cc(C)on1,-5,-3,-3,2,5,-8,2,6,3,16,-7

# Screening results from PubChem BioAssay.

# Not all compounds are listed (hit frequency here may not be typical).
